Xi reactivation = activators of X-chromosome reactivation in mouse fibroblasts; XiGFP mouse fibroblasts, % GFP-positive cells imaging, 3 d; cells co-treated with 5-aza-dC sensitizer; scaled so ellipticine positive control = 100%; activation, % at 7.58 µM; 360,000 tested, 0.055% active;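 active = mean normalized replicate activation at least 10% and every replicate at or above 10%; inconclusive = only one of the two criteria met; inactive = mean below 10% and not all replicates reach 10%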;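 note: 0% = median of on-plate neutral control wells and 100% = ellipticine 6 µM median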
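Material: XiGFP fibroblasts, SV40-immortalized. Buffer or medium: DMEM plus 5-aza-dC sensitizer. Compound: single concentration per compound, delivered by pin transfer. Times: 3 days compound exposure. Controls: ellipticine 6 µM.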
ERAP1 HTS inh = ERAP1 (human) enzyme inhibition | Q9NZ08 | recombinant ERAP1, Leu-AMC fluorescence, 60 min | inhibition, % at 10.7 µM | 340,000 tested, 0.15% active | AID 652197;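 active = mean replicate inhibition of at least 30%, or all replicates individually reaching that 30% level; inactive = mean below 30% and not every replicate reaching it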;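 note: 0% = neutral control wells and 100% = L-leucinethiol positive control wells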
Target sequence (Q9NZ08 whole entry, looked up): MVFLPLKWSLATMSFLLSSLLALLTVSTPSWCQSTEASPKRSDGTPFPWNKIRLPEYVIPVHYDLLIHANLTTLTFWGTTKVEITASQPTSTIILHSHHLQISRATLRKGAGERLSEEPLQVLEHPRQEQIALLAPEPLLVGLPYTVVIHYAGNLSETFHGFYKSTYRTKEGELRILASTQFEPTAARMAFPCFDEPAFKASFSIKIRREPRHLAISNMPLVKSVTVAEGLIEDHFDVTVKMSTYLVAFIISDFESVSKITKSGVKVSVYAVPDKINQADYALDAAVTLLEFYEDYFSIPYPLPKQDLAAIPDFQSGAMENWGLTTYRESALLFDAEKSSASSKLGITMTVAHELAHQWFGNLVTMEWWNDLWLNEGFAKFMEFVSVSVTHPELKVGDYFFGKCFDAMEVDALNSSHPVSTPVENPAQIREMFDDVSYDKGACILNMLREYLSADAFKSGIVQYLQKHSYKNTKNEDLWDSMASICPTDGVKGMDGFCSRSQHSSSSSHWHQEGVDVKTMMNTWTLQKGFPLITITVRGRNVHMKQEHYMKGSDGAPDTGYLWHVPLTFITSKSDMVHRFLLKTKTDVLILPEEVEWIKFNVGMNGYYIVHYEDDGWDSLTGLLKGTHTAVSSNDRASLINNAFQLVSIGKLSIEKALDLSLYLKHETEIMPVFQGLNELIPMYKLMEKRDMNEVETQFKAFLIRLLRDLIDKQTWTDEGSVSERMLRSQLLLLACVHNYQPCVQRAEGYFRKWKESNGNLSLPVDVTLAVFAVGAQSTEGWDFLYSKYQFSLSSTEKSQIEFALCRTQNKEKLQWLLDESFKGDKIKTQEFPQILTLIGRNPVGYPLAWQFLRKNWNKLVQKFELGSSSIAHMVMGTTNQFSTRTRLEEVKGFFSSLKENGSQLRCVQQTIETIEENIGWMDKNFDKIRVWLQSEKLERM
S100A4 inh HTS = S100A4-myosin IIA interaction inhibition; P26447; S100A4/TAMRA-MyoIIA peptide fluorescence polarization; inhibition, % at 10.7 µM; 360,000 tested, 0.14% active;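 active = mean inhibition of at least 70% across replicates, with every replicate also reaching that level; inconclusive = mean inhibition reaches 70% but some replicates fall short; inactive = mean inhibition below 70%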
Target sequence (P26447 whole entry, looked up): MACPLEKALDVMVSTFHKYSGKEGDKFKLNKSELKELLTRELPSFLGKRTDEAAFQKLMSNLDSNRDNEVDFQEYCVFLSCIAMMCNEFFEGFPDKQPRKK
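Material: human S100A4 monomer with TAMRA-labelled myosin IIA peptide; buffer or medium: HEPES pH 7.2 with CaCl2, KCl, NaCl, DTT, Triton; compound dosing: one concentration per compound; schedule: 5 min incubation before reading; benchmarks: neutral control DMSO, positive control TFP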
Statin myotox sup = suppression of simvastatin myotoxicity; C2C12 myotubes + simvastatin, ATP luminescence, 48 h; scaled: DMSO 0, geranylgeraniol control 100; rescue of ATP level, % at 7.49 µM; 330,000 tested, 0.78% active;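 active = mean ATP rescue above about 67%, or every replicate alone reaching that limit, limit read from the data, passing the limit was not always enough; inconclusive = no clear call, values can overlap the other calls; inactive = mean under the limit and some replicate under it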;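 note: myotubes were challenged with 10 µM simvastatin during compound exposure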
LGR2 inh = Drosophila LGR2 receptor signaling inhibition; HEK293 LGR2, CRE-luciferase, bursicon-stimulated, 4 h; inhibition, % at 9.99 µM; 380,000 tested, 0.35% active;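 active = drop in luminescence signal, shown as inhibition above about 50% in the replicate tests, limit read from the data, passing the limit was not always enough; inconclusive = probably only some replicates passing the limit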;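 note: agonist challenge used bursicon conditioned medium at about half maximal strength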
SIRT5 inh = sirtuin-5 (human) deacylase inhibition; Purified SirT5, succinyl-peptide AMC, trypsin-coupled fluorescence; inhibition, % at 15 µM; 330,000 tested, 1.1% active; in the data active = inhibition above about 15%; inconclusive = no clear call, values can overlap the other calls
Cneo AK release = causes C. neoformans cell lysis. adenylate kinase release luminescence, 4 h; normalised: neutral wells 0, clomiphene wells 100. 360,000 tested, 0.2% active. lysis activity, % at 15 µM;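 active = mean lysis activity across replicates of at least 80%, whatever share of replicates individually reach that level; inactive = mean lysis activity below 80%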
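Assay system: Cryptococcus neoformans yeast cells / Dosing: single-point compound dose / Timing: 4 h at 37 °C static, read 1 h later / Measured by: luminescence of released adenylate kinase using an AK detection reagent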
PGC1a acetyl inh = modulators of PGC1a acetylation; U2OS PGC1a acetylation, AlphaScreen anti-acetyl-lysine; with virally co-expressed GCN5 acetyltransferase; inhibition, % at 15.6 µM; 350,000 tested, 0.17% active;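 active = every replicate shows inhibition of at least 40%; inconclusive = mean inhibition at least 40% but some replicate below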;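 note: 0% = neutral control wells and 100% = positive control wells; some results beyond the cut were filed as inactive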
* hit, by the source's call; u = inconclusive; x = not tested or not shown; & = joins results of further samples. Only part of the results is shown; the hit share may differ from the screen's.

SMILES	Xi reactivation	ERAP1 HTS inh	S100A4 inh HTS	Statin myotox sup	LGR2 inh	SIRT5 inh	Cneo AK release	PGC1a acetyl inh
Cc1cccc(-n2ncc3c2CCCC3NC(=O)CCN2CCCCO2)c1C (configuration not stated)	-0.1	-1	11	x	6	-5	0	7
Cc1cc(=O)oc2cc(OCC(=O)Nc3ccc(CN4CCOCC4)cc3)c(Cl)cc12	0.1	1	-4	-17	-14	-6	-17	-4
Nc1nc(NCCc2ccccc2)nc(NCc2ccccc2)c1[N+](=O)[O-]	-0.1	1	1	x	-25	1	x	x
CC1=C(C(=O)N(C(C)C)C(C)C)CC(CC(=O)NCCN2CCOCC2)C(=O)N1Cc1ccc(C(C)(C)C)cc1 (configuration not stated)	0.1	0	-1	-18	-11	-6	3	-6
O=S(=O)(c1ccc(N2CCOCC2)nc1)N(Cc1ccccn1)Cc1ccccn1	0.1	x	-7	0	-20	0	-1	11
CC(C)C#Cc1cnc2c(c1)C(=O)N([C@@H](C)CO)C[C@H](C)[C@@H](CN(C)C(=O)Nc1ccccc1)O2	-1.3	1	-2	11	-4	-3	-6	-5
COc1ccc([N+](=O)[O-])cc1NC(=O)C1(c2ccccc2)CCOCC1	0.0	-1	3	6	4	0	2	x
COc1ccccc1CN(C)C[C@@H]1OCc2cn(nn2)CCCC(=O)N([C@@H](C)CO)C[C@H]1C	-0.1	x	x	-1	-7	x	x	6
NC(=O)c1ccc(NC(=O)CNC(c2ccccc2)c2ccccc2)cc1	0.0	-3	-3	-21	9	4	11	9
CS(=O)(=O)c1ccc(-c2cccc(NC(=O)c3ccc(Br)o3)c2)nn1	0.0	2	-5	-21	0	-5	-1	4
CCC1CCCCN1C(=O)CCNS(=O)(=O)c1ccc2c(c1)oc(=O)n2C (configuration not stated)	0.1	5	u	33	-6	-5	-3	0
COc1ccc(-c2ccc3c(c2)[C@@H]2[C@@H](CCN2S(=O)(=O)c2ccc(OC)cc2)[C@H](CO)N3)cc1	0.0	x	x	-27	-5	x	36	-7
CCCCc1ccc(NC(=O)N2CCN(c3cc(C)nc4ccccc34)CC2)c(C)c1	x	3	-2	63	x	1	0	-9
COCCNC(=O)C1(C)CCCN(Cc2ccc(-n3ccnc3)cc2)C1 (configuration not stated)	-0.1	-2	-1	16	1	0	0	5
CCOc1ncccc1C(=O)Nc1cc(S(=O)(=O)N2CCCCC2)ccc1C	0.0	1	1	-33	-7	-5	0	1
CN1Cc2c(N3CCOCC3)nc3sc(C(=O)c4ccccc4)c(N)c3c2CC1(C)C	0.4	5	-1	x	11	3	x	x
CCCCCC(=O)N1C[C@@H](n2cc(-c3ccc(F)cc3)nn2)[C@H](O)C[C@@H]1c1ccccc1	0.2	3	-4	-13	13	2	2	10
Cc1ccc(CNC(=O)Cc2noc3ccccc23)cc1	0.2	1	4	3	x	0	3	3
COc1ccc(OC)c(S(=O)(=O)N2CCNCC2)c1	-0.2	x	1	1	-6	-3	1	5
CCCNC(=O)C(Cc1ccccc1)NC(=O)Cc1ccccc1 (configuration not stated)	0.0	0	-2	4	-3	2	6	x

Reformatted with values under each structure: part of the list above.
Results follow in this order: Xi reactivation	ERAP1 HTS inh	S100A4 inh HTS	Statin myotox sup	LGR2 inh	SIRT5 inh	Cneo AK release	PGC1a acetyl inh
> Nc1nc(NCCc2ccccc2)nc(NCc2ccccc2)c1[N+](=O)[O-]
 : -0.1	1	1	x	-25	1	x	x
> CC1=C(C(=O)N(C(C)C)C(C)C)CC(CC(=O)NCCN2CCOCC2)C(=O)N1Cc1ccc(C(C)(C)C)cc1 (configuration not stated)
 : 0.1	0	-1	-18	-11	-6	3	-6
> O=S(=O)(c1ccc(N2CCOCC2)nc1)N(Cc1ccccn1)Cc1ccccn1
 : 0.1	x	-7	0	-20	0	-1	11
> CC(C)C#Cc1cnc2c(c1)C(=O)N([C@@H](C)CO)C[C@H](C)[C@@H](CN(C)C(=O)Nc1ccccc1)O2
 : -1.3	1	-2	11	-4	-3	-6	-5
> COc1ccc([N+](=O)[O-])cc1NC(=O)C1(c2ccccc2)CCOCC1
 : 0.0	-1	3	6	4	0	2	x
> COc1ccccc1CN(C)C[C@@H]1OCc2cn(nn2)CCCC(=O)N([C@@H](C)CO)C[C@H]1C
 : -0.1	x	x	-1	-7	x	x	6
> NC(=O)c1ccc(NC(=O)CNC(c2ccccc2)c2ccccc2)cc1
 : 0.0	-3	-3	-21	9	4	11	9
> CS(=O)(=O)c1ccc(-c2cccc(NC(=O)c3ccc(Br)o3)c2)nn1
 : 0.0	2	-5	-21	0	-5	-1	4
> CCC1CCCCN1C(=O)CCNS(=O)(=O)c1ccc2c(c1)oc(=O)n2C (configuration not stated)
 : 0.1	5	u	33	-6	-5	-3	0
> COc1ccc(-c2ccc3c(c2)[C@@H]2[C@@H](CCN2S(=O)(=O)c2ccc(OC)cc2)[C@H](CO)N3)cc1
 : 0.0	x	x	-27	-5	x	36	-7
> CCCCc1ccc(NC(=O)N2CCN(c3cc(C)nc4ccccc34)CC2)c(C)c1
 : x	3	-2	63	x	1	0	-9
> COCCNC(=O)C1(C)CCCN(Cc2ccc(-n3ccnc3)cc2)C1 (configuration not stated)
 : -0.1	-2	-1	16	1	0	0	5
> CCOc1ncccc1C(=O)Nc1cc(S(=O)(=O)N2CCCCC2)ccc1C
 : 0.0	1	1	-33	-7	-5	0	1
> CN1Cc2c(N3CCOCC3)nc3sc(C(=O)c4ccccc4)c(N)c3c2CC1(C)C
 : 0.4	5	-1	x	11	3	x	x
> CCCCCC(=O)N1C[C@@H](n2cc(-c3ccc(F)cc3)nn2)[C@H](O)C[C@@H]1c1ccccc1
 : 0.2	3	-4	-13	13	2	2	10
> Cc1ccc(CNC(=O)Cc2noc3ccccc23)cc1
 : 0.2	1	4	3	x	0	3	3
> COc1ccc(OC)c(S(=O)(=O)N2CCNCC2)c1
 : -0.2	x	1	1	-6	-3	1	5
> CCCNC(=O)C(Cc1ccccc1)NC(=O)Cc1ccccc1 (configuration not stated)
 : 0.0	0	-2	4	-3	2	6	x

Following part.
SMILES	Xi reactivation	ERAP1 HTS inh	S100A4 inh HTS	Statin myotox sup	LGR2 inh	SIRT5 inh	Cneo AK release	PGC1a acetyl inh
Cc1csc(NC(=O)C2CC(=O)N(c3ccc4c(c3)OCCO4)C2)n1 (configuration not stated)	0.5	0	-1	10	-10	-1	4	2
COC(=O)C[C@@H]1CC[C@@H]2[C@@H](COc3ccc(NS(=O)(=O)c4ccc(F)cc4)cc3C(=O)N2C)O1	0.2	-3	-8	-2	1	-2	-2	4
CN(C(=O)COC(=O)/C=C/c1ccccc1[N+](=O)[O-])c1ccccc1	0.0	1	-6	x	-24	1	x	x
C[C@@H]1CN([C@@H](C)CO)C(=O)c2ccccc2-c2ccccc2CO[C@H]1CN(C)C(=O)c1cc(Cl)cc(Cl)c1	-0.1	-3	12	x	-8	3	x	-12
CCCNC(=O)C1(C)CCN(C(=O)COc2ccc(Cl)cc2Cl)C1 (configuration not stated)	0.1	4	-2	1	3	-3	0	-5
CCc1ccc(C(=O)COC(=O)c2ccccc2OC)cc1	0.1	-4	-2	x	-60	0	-9	-1
C[C@@H]1CN([C@@H](C)CO)C(=O)CCCn2nncc2CO[C@@H]1CN(C)C(=O)C1CC1	0.0&0.1	-1	-4&4	-4	0&7	-2&0	-4	7
Nc1nc(SCC(=O)NN(c2ccccc2)c2ccccc2)n[nH]1	0.2	1	0	x	-2	1	x	x
CN(C)c1ccc(-c2nnc(-c3ccccc3F)o2)cc1	0.0	-4	-5	8	-38	11	-18	5
O=[N+]([O-])c1cccc(N=Nc2ccc(O)cc2O)c1	0.2	-2	-1	-59	19	9	-1	-18
COc1nc(C)nc(C)c1Oc1ccc(Cl)cc1Cl	0.0	0	1	x	1	-4	0	0
O=C(CCCN1C(=O)/C(=C/c2ccccc2OC(F)F)SC1=S)Nc1cccnc1	0.2	0	-1	9	44	x	3	3
Nc1nonc1C(=O)N/N=C/c1cc(Br)ccc1O	0.0	-1	-1	x	2	5	x	x
C[C@H]1CN([C@@H](C)CO)C(=O)Cc2cc(NC(=O)NC3CCCCC3)ccc2O[C@@H]1CN(C)Cc1ccc(-c2ccccc2)cc1	-0.4	0	6	31	-5	0	-2	-5
COc1ccccc1NC(=O)Cn1c(O)c(N=NC(=O)c2ccccc2O)c2ccccc21	0.3	-1	-4	-4	-3	-4	-1	-11
C[C@H]1CN([C@@H](C)CO)S(=O)(=O)c2ccc(C#CC3CC3)cc2O[C@@H]1CN(C)S(C)(=O)=O	0.0&-0.8	0&-1&-2	-15&15&0	3&0&16	-10&13	-5&-5&-5	2&-1&-3	-3&-12&-19
CCN(CC(=O)Nc1ccc(Br)cc1)C(=O)Cc1cccc(F)c1	0.2	1	-7	-57	9	-3	-2	-13
O=C(COC(=O)c1ccc(F)cc1)NC1CC1	0.0	-2	1	13	1	4	3	3
C[C@H]1CN([C@@H](C)CO)C(=O)Cc2cc(NC(=O)Cc3ccccc3)ccc2O[C@H]1CN(C)Cc1ccc(C(F)(F)F)cc1	-1.1	3	-1	49	-24	8	0	-4
COCCSc1nnc(NC(=O)CCS(=O)(=O)Cc2ccccc2)s1	1.1	-2	-5	20	2	10	-1	x
CN1CCN(C(=O)C[C@H]2CC[C@@H]3[C@H](COC[C@@H](O)CN3Cc3ccc(Oc4ccccc4)cc3)O2)CC1	0.0	2	-1	38	-9	-3	0	-2
Cc1ccccc1OCC(=O)Nc1ccccc1N1CCC(C)CC1	0.0	-3	-1	x	28	1	x	-10
CCN(CC)S(=O)(=O)c1ccc2c(c1)N(CC(=O)Nc1ccc(NC(C)=O)cc1)C(=O)CO2	0.1	3	-2	-2	-1	-2	-1	18
COc1ccc(-n2c(SCC(=O)Nc3ccc(NC(C)=O)cc3)nc3c([nH]c4ccccc43)c2=O)cc1OC	-0.1	0	2	2	9	0	3	-6
COC(=O)Cn1cnc2c(nnn2-c2cccc(OC)c2)c1=O	0.0	3	-1	3	2	0	0	-2

Random excerpt: 2 entries already listed.
SMILES	Xi reactivation	ERAP1 HTS inh	S100A4 inh HTS	Statin myotox sup	LGR2 inh	SIRT5 inh	Cneo AK release	PGC1a acetyl inh
Nc1nonc1C(=O)N/N=C/c1cc(Br)ccc1O	0.0	-1	-1	x	2	5	x	x
O=[N+]([O-])c1cccc(N=Nc2ccc(O)cc2O)c1	0.2	-2	-1	-59	19	9	-1	-18

Screens as filed in PubChem.
